HCV NS3 hel inh – inhibitors of HCV NS3 helicase, primary screen, biochemical, Cy5 molecular beacon fluorescence. 0.56% of 290,000 active. NS3 helicase DNA unwinding. Hepatitis C virus NS3 helicase. inhibition, % at 10.9 µM;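 active = inhibition above the mean of all tested compounds plus 3 SD, set per campaign, cut at about 35% in these data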;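 note: 0% = DMSO wells and 100% = thioflavine S control wells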
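System: Hepatitis C virus NS3 helicase domain fragment enzyme | Reagent: Annealed dual-labelled DNA beacon duplex, ATP-started | Compound dosing: 10.9 µM single point, 0.8% DMSO | Incubation: 1 h reaction at 25 °C, ATP-initiated | Technique: Cy5 fluorescence | Evaluation: Percent inhibition from t60/t0 fluorescence ratio | Benchmarks: Low DMSO, high thioflavine S at 110 µM | Replication: Singlicate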
NALP1 yeast inh – NALP1 inflammasome inhibitors in reconstituted yeast, colorimetric, S. cerevisiae, triplicate retest. S. cerevisiae NALP1/ASC/caspase-1 growth, X-gal OD620, 72 h. 0.61% of 280,000 active. inhibition, % at 10 µM; in the data active = inhibition mostly above about 24%, no sharp cut-off; inactive = mostly below about 32%; note: some compounds called inactive have numbers as strong as hits
UBC9 SUMO inh – inhibitors of in vitro SUMOylation cascade, primary screen, biochemical, HTRF, uHTS; AID 2006, 2009; inhibition, % at 35 µM; SUMO-conjugating enzyme UBC9 (Homo sapiens), P63279; HTRF SUMOylation assay, SAE1/SAE2 + UBC9; 0.36% of 290,000 active; in the data active = inhibition above about 50%, passing the limit was not always enough; note: strong numbers were not always called active
Target sequence (P63279 whole entry, looked up): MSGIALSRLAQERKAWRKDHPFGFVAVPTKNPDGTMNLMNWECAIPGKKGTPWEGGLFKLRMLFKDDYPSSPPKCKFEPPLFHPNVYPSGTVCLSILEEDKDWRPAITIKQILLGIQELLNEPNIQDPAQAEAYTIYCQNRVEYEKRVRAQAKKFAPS
PfM18AAP inh – PfM18AAP inhibitors, malaria aminopeptidase, primary screen, biochemical, QFRET, recombinant enzyme | H-Glu-NHMec fluorogenic cleavage | inhibition, % at 7.35 µM | 1.2% of 290,000 active | AID 1822, 2009 | M18 aspartyl aminopeptidase (Plasmodium falciparum 3D7);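 active = inhibition above the campaign mean inhibition over all tested compounds plus 3 SD, cut at about 28% in these data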;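 note: 0% = plate median of test compound wells and 100% = 2 mM ZnCl2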
IMP-1 inhibitor – IMP-1 metallo-beta-lactamase inhibitors, primary screen, biochemical, epi-absorbance readout, Pseudomonas aeruginosa enzyme; purified IMP-1, nitrocefin hydrolysis, epi-absorbance fluorescence; inhibition, % at 5.6 µM; metallo-beta-lactamase IMP-1 (Pseudomonas aeruginosa); 0.45% of 290,000 active;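 active = inhibition above the mean plus 3 SD of all compounds in the same screening run, cut at about 4.5% in these data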;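 note: 0% = IMP-1 with DMSO and 100% = DMSO wells lacking enzyme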
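Assay system: purified recombinant IMP-1 beta-lactamase. Input: IMP-1 0.2 nM before substrate addition. Buffer or medium: Zinc- and detergent-supplemented HEPES buffer, pH 7.1. Schedule: 25 °C, 15 min preincubation, 25 min reaction. Signal: Epi-absorbance fluorescence, 480 nm excitation, 530 nm emission. Evaluation: percent inhibition from optical density relative to buffer-blank wells.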
MEKK2 WT-MEK5 – modulators of MEK5 binding to wildtype MEKK2, primary screen, biochemical, multiplex bead flow cytometry, Alexa488-MEK5; binding response (% of control), % at 10 µM; 1.1% of 290,000 active; AID 1531, 2009; Mitogen-activated protein kinase kinase kinase 2 (Homo sapiens), Q9Y2U5; Alexa488-MEK5 binding to MEKK2 WT; actives lie on both sides; in the data active = binding response below about 67% or above about 130%
MEKK2 mut-MEK5 – MEK5 binding signal on mutant MEKK2 PB1, primary screen, biochemical, multiplex bead flow cytometry, Alexa488-MEK5; Alexa488-MEK5 binding to MEKK2 mutant; 0.35% of 290,000 active; AID 1530, 2009; percent response, % at 10 µM; in the data active = percent response above about 24%, passing the limit was not always enough; note: inactives centre near 1; some results filed as inactive read as strong as hits
FID counter – compounds displacing fluorescent DNA intercalator, primary screen, artefact control for HCV NS3 helicase inhibitor project, biochemical, FID fluorescence; DNA fluorescent intercalator displacement; inhibition, % at 7.9 µM; 0.17% of 290,000 active; AID 1845, 2009; in the data active = inhibition above about 37%;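 note: 0% = vehicle and 100% = reference compound; higher means more ethidium bromide displaced from hairpin DNA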
VIM-2 inh – VIM-2 metallo-beta-lactamase inhibitors, primary screen, biochemical, epi-absorbance readout, Pseudomonas aeruginosa enzyme | purified VIM-2, nitrocefin hydrolysis, epi-absorbance fluorescence | AID 1527, 2009 | 0.89% of 290,000 active | inhibition, % at 5.6 µM;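 active = inhibition above the mean of all tested compounds plus 3 SD, cutoff set per screening run, cut at about 7.5% in these data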;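 note: red hydrolysis product quenches plate fluorescence so inhibitors raise well fluorescence; 0% = enzyme with DMSO and 100% = DMSO without enzyme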
An asterisk follows results filed as active; . = not tested or not shown.

SMILES	HCV NS3 hel inh	NALP1 yeast inh	UBC9 SUMO inh	PfM18AAP inh	IMP-1 inhibitor	MEKK2 WT-MEK5	MEKK2 mut-MEK5	FID counter	VIM-2 inh
COc1ccc(CCNC(=O)CSc2ccc(-c3cccs3)nn2)cc1	-4	6	10	-1	-2.1	107	5	-6	-2.4
O=C(C1CC1)N1CCN=C1SCc1cccc(C(F)(F)F)c1	-3	-38	8	0	-0.6	108	3	-2	0.5
CC(=O)Oc1ccc(S(=O)(=O)c2ccc(OC(C)=O)cc2)cc1	1	0	5	-9	0.4	86	-12	-4	-0.8
Cc1cccc(NS(=O)(=O)c2ccc(C(=O)NCCCN3CCOCC3)cc2)c1C	-12	6	2	1	-2.4	101	0	8	-2.9
Cc1nc(-c2cn[nH]c2)c2cc(C)oc2n1	3	23	2	-3	0.6	110	11	-1	4.8
CCOC(=O)C(C(=O)OCC)C1CCS(=O)(=O)C1 (stereo not drawn)	15	20	-18	-6	-0.8	100	3	-1	-2.5
O=C(Nc1cccc(Cl)c1)NC1CC2CCC(C1)N2Cc1cccs1 (stereo not drawn)	2	-8	3	5	-2.5	109	1	11	-3.2
CC1CC(C)(C)CC2(C1)NC(=O)N(CC(=O)NCC(c1ccco1)N1CCCCC1)C2=O (stereo not drawn)	1	11	5	9	1.3	114	10	15	0.4
C/C(CC(=O)Nc1cc(C)ccn1)=N\NC(=O)c1ccc(C(C)(C)C)cc1	2	-5	7	6	-1.3	95	0	-27	-3.7
Cc1nc2c(C)cccc2c2c1CCN2c1ccccc1F	-5	.	47	-2	-2.5	110	9	5	5.7

Entries of single compounds as entered above. Screens in order: HCV NS3 hel inh	NALP1 yeast inh	UBC9 SUMO inh	PfM18AAP inh	IMP-1 inhibitor	MEKK2 WT-MEK5	MEKK2 mut-MEK5	FID counter	VIM-2 inh
Cc1nc2c(C)cccc2c2c1CCN2c1ccccc1F in the list: -5	.	47	-2	-2.5	110	9	5	5.7
COc1ccc(CCNC(=O)CSc2ccc(-c3cccs3)nn2)cc1 in the list: -4	6	10	-1	-2.1	107	5	-6	-2.4
CC(=O)Oc1ccc(S(=O)(=O)c2ccc(OC(C)=O)cc2)cc1 in the list: 1	0	5	-9	0.4	86	-12	-4	-0.8
Cc1nc(-c2cn[nH]c2)c2cc(C)oc2n1 in the list: 3	23	2	-3	0.6	110	11	-1	4.8
C/C(CC(=O)Nc1cc(C)ccn1)=N\NC(=O)c1ccc(C(C)(C)C)cc1 in the list: 2	-5	7	6	-1.3	95	0	-27	-3.7

Single entries from above:
MEKK2 WT-MEK5 with `Cc1nc(-c2cn[nH]c2)c2cc(C)oc2n1` → 110
FID counter with `Cc1nc2c(C)cccc2c2c1CCN2c1ccccc1F` → 5
MEKK2 WT-MEK5 with `O=C(C1CC1)N1CCN=C1SCc1cccc(C(F)(F)F)c1` → 108

(more compounds)
SMILES	HCV NS3 hel inh	NALP1 yeast inh	UBC9 SUMO inh	PfM18AAP inh	IMP-1 inhibitor	MEKK2 WT-MEK5	MEKK2 mut-MEK5	FID counter	VIM-2 inh
COc1cc(NC(=O)[C@H]2CSCN2C(=O)[C@@H]2CCC(=O)N2)cc(OC)c1OC	13	-6	-15	5	-3.2	100	1	-15	-2.6
COc1cccc(N2CCN(c3ccc4nnc(CCC(=O)N5CCC(C)CC5)n4n3)CC2)c1	-4	4	3	-2	-0.9	107	11	-62	-0.7
CCCCC(=O)Nc1ccc(C(=O)Nc2ccc3c(c2)OCO3)cc1	1	26	28	6	-4.8	61	-10	-8	-1.4
CCOC(=O)CN(C(=O)CNC(=O)c1ccco1)C(C(=O)NC1CCCCC1)c1cccc(OC)c1 (stereo not drawn)	.	3	17	.	.	92	-5	.	.
NC(=O)C1CCN(C(=O)CCSCc2ccccc2)CC1	1	8	18	-3	-3.7	100	4	-1	-0.6
Cn1cc(C(=O)NC2CCCCC2)c(=O)c2cc(S(=O)(=O)N3CCCC3)ccc21	2	15	15	-4	-3.8	98	1	-1	-2.6
N#CC1=C(SCC(=O)c2ccc(Cl)cc2)NC2=C(C(=O)CCC2)C1c1ccco1 (stereo not drawn)	.	2	23	.	.	125	12	.	.
CCCCN(CCCC)C(=O)CCS(=O)(=O)c1ccc2c(c1)n(C)c(=O)c(=O)n2C	3	-6	4	2	-3.1	101	5	-22	-2.7
O=C(CCS(=O)(=O)Cc1ccc(Cl)cc1)NCCc1ccccc1	0	16	-2	-2	-0.4	104	-1	-4	-0.8
CCO[C@H]1OC(C(N)=O)=C[C@@H](c2ccccc2)[C@@H]1CCCO	7	1	-3	6	-1.9	107	4	0	-2.1
O=C(O)Cn1c2c(c3ccccc31)CSc1ccc(Cl)cc1-2	37*	-6	2	3	2.0	105	1	13	15*
COc1c(C)cc(Br)cc1C(=O)Nc1ccc(C)cc1[N+](=O)[O-]	-2	12	19	1	-4.0	97	4	1	-1.7
Cc1ccccc1OCCN1CCCC1	4	.	9	-3	0.8	106	4	2	-1.9
CC(CCc1ccccc1)NC(=O)CN(C)Cc1ccc(F)cc1 (stereo not drawn)	-4	-5	11	1	-4.5	108	5	-9	-1.1
CCOC(=O)C1CCCN(C2=NC(=O)/C(=C/c3ccc(OC)cc3)S2)C1 (stereo not drawn)	12	20	2	0	-3.1	106	3	-31	-4.0
O=C(CCn1cccc1)NCc1ccc(Cl)cc1	3	8	2	-7	-0.8	109	16	-3	-0.7
CN(C)CCCN1C(=O)C(O)=C(C(=O)c2cc3ccccc3o2)C1c1ccccc1 (stereo not drawn)	2	1	17	-7	-4.7	.	.	2	-0.2
O=C(CCS(=O)(=O)c1ccc(Br)s1)NCc1cccs1	4	20	-20	5	0.7	98	8	-2	-1.1
COc1ccc(CCn2c(N)c(C(=O)NCc3ccco3)c3nc4ccccc4nc32)cc1	21	25	100*	13	-0.1	98	-1	-20	0.5
COc1cc2c(OC)cccc2cc1C(=O)O	3	4	17	9	1.0	106	2	1	-2.4
CCOC(=O)C1CCCN(Cc2nc(C3CC3)no2)C1 (stereo not drawn)	14	.	12	4	-1.6	102	-2	-4	0.8
CCCC(=O)Nc1nnc(-c2ccc3c(c2)OCO3)s1	5	.	19	-3	-1.0	94	-6	-12	-1.5
O=C(NCc1ccccc1)C1CCCN(c2nc3ccsc3c(=O)s2)C1 (stereo not drawn)	2	-1	9	2	-3.7	97	1	-4	-2.6
CC1CN(c2ccc([N+](=O)[O-])nc2)CC(C)O1 (stereo not drawn)	3	-2	4	0	-2.9	101	-1	13	-0.8
COc1ccc(C(C#N)Nc2ccccc2)cc1 (stereo not drawn)	0	13	14	-3	-1.0	95	-6	0	-1.7
COCCNC(=S)NNc1ccccc1[N+](=O)[O-]	0	4	-15	61*	-2.0	87	-13	-7	-3.1
C=CCN(C(=O)c1csnn1)C(C(=O)NCc1ccc(F)cc1)c1ccccc1F (stereo not drawn)	3	15	-34	3	-3.0	103	0	-22	-1.4
CC(=O)Nc1ccc(S(=O)(=O)NNC(=O)COc2cccc(C)c2)cc1	-3	-4	-7	2	-2.2	99	-2	-1	-1.8
COc1cc(OC)cc(C(=O)OCC(=O)Nc2ccc(N3CCCCC3)cc2)c1	-2	6	-4	2	-2.8	102	3	2	-3.2
NC(=O)C1CCN(C(=O)CSCc2ccccc2Cl)CC1	1	-23	14	-1	-1.4	107	9	-1	-1.1

The list goes on; it opens with the two that closed the last part.
SMILES	HCV NS3 hel inh	NALP1 yeast inh	UBC9 SUMO inh	PfM18AAP inh	IMP-1 inhibitor	MEKK2 WT-MEK5	MEKK2 mut-MEK5	FID counter	VIM-2 inh
COc1cc(OC)cc(C(=O)OCC(=O)Nc2ccc(N3CCCCC3)cc2)c1	-2	6	-4	2	-2.8	102	3	2	-3.2
NC(=O)C1CCN(C(=O)CSCc2ccccc2Cl)CC1	1	-23	14	-1	-1.4	107	9	-1	-1.1
Cn1cc(/C=C(\NC(=O)c2ccccc2Cl)C(=O)N2CCOCC2)c2ccccc21	4	15	-3	10	-3.2	100	1	-44	-3.7
O=c1[nH]ncn2cccc12	6	7	10	4	-1.6	92	-5	0	-3.0
CN(C)c1ccc(C2SCCN2C(=O)c2ccc([N+](=O)[O-])cc2)cc1 (stereo not drawn)	-4	25	-17	-2	-3.8	106	-3	-1	-2.4
CCNS(=O)(=O)c1ccc(CCC(=O)Nc2ccc3c(c2)OCCO3)cc1	9	16	-10	-2	-1.9	102	0	-2	-0.7
C=CCSc1cc(C)nc2c(-c3ccc(Cl)cc3)c(C)nn12	3	1	23	8	-1.6	95	1	0	-0.9
Fc1ccccc1Cn1nnc2c(NCc3ccccn3)ncnc21	0	29	6	-2	-1.1	107	5	-6	-1.6
CCN(CC)S(=O)(=O)c1cccc(C(=O)OCC(=O)Nc2ccccc2OC(F)F)c1	-4	-14	-13	-4	-2.5	98	1	-23	-2.7
Cc1ccc(-c2nc(CS(=O)CC(=O)NC3CCCC(C)C3C)c(C)o2)cc1 (stereo not drawn)	-1	-14	-3	0	-2.9	107	3	-42	-2.4
O=C(Nc1ccc(-c2ccc3nncn3n2)cc1)c1ccc(Br)o1	-3	9	37	1	-3.2	110	0	8	2.5
Nc1cnc(Nc2ccc(Br)cc2)nc1N	-39	10	0	7	-2.5	101	13	4	-3.6
Cc1cccc(N(C(=O)c2sc(C)nc2C)C(C(=O)NCC2CCCO2)c2ccccc2)c1 (stereo not drawn)	0	9	3	4	-3.4	106	7	-47	-2.4
CCn1c(SCC(=O)N/N=C/c2ccccc2OCC(=O)O)nnc1-c1ccc(C)cc1	10	-10	2	4	-2.8	100	-9	-49	-3.1
COc1c(S(=O)(=O)N2CCN(C)CC2)ccc(Cl)c1Cl	-3	18	8	-13	0.1	106	2	-4	-0.1
COc1ccccc1-n1c(SCC(=O)Nc2nnc(C)s2)nc2c(c1=O)SCC2	1	11	-12	-10	-2.9	101	6	-9	-1.4
CC1=C(C(=O)Nc2cccc(C)c2C)C(c2cccs2)NC(=S)N1 (stereo not drawn)	4	6	-14	-13	-1.3	103	0	-1	-0.2
NC(=O)/C(=C\c1ccccc1)NC(=O)/C=C/c1ccccc1	0	12	-13	5	-4.5	98	-2	-3	-1.3

High-throughput results deposited in PubChem by several laboratories.
